Screens (PubChem BioAssay)
B2AR arrestin = recruits beta-arrestin to the human beta2-adrenergic receptor. beta-arrestin recruitment to beta2AR, cell-based reporter. P07550. Potency, µM (titrated, usually from 46.1 µM), for inactives: at the highest dose activation, usual class: activators. 330,000 compounds, 0.02% hits;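 note: potency is the fitted concentration of half-maximal effect; 0% = DMSO controls and full agonism = EC100 isoproterenol or metaproterenol; nearly all actives have a fitted effect of over 65% in size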
Target sequence (P07550 whole entry, looked up): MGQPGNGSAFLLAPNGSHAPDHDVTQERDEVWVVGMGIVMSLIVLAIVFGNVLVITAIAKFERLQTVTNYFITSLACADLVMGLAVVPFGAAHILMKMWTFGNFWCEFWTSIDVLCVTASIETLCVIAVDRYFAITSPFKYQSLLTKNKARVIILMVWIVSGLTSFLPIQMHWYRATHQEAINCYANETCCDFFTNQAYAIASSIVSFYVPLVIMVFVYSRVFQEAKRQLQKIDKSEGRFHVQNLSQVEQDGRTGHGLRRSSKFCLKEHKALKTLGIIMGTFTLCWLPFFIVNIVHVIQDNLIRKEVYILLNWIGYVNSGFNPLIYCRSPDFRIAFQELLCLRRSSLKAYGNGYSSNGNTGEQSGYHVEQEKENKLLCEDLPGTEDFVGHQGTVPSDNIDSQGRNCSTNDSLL
a7 integrin act = activators of alpha7 integrin expression for muscular dystrophy; alpha7betagal myoblasts, beta-gal FDG fluorescence, 48 h; Potency, µM (series often up to 38.3 µM), for inactives: at the highest dose activation, actives largely listed as activators; 350,000 compounds, 0.064% hits;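 note: potency is the fitted concentration of half-maximal effect; 100% = response of the positive control SU9516; nearly all actives have a fitted effect of over 60% in size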
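alpha7betagal+/- myoblasts (passage 13, 250/well) treated 48 h at 37C with compounds at 1:260 dilution of DMSO stock. Lysed, then beta-galactosidase activity read as FDG fluorescence (ex 480/em 540) after 30 min, with pre-read for autofluorescence.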
USP2a inh = blocks human ubiquitin-specific protease USP2a; 330,000 compounds, 0.01% hits; O75604; USP2 core, Ub-CHOP2 coupled fluorogenic reporter, 485/531; AID 463254; Potency, µM (doses to about 38.3 µM), for the others: top-dose activity change, negative = inhibition, most hits filed as inhibitors;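 note: potency is the fitted concentration of half-maximal effect; plate controls were DMSO wells for no effect and full inhibition by NEM control for full effect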
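USP2 core (10nM final) preincubated 30min RT with compound in 20mM Tris-HCl pH 8.0, 2mM CaCl2, 2mM beta-mercaptoethanol, 0.05% CHAPS; 25nM Ub-CHOP2 plus 25nM reporter substrate added, fluorescence (Ex485/Em531) read after 60min.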
ELG1 genotoxic = inducers of genotoxicity in HEK293T ELG1-luciferase cells | 330,000 compounds, 1.3% hits | HEK293T ELG1-luciferase reporter, luminescence, 16 h | Potency, µM (series often up to 46 µM), for the others: at the highest dose activity change, positive = activation, most hits filed as activators | AID 504466; note: potency is the fitted concentration of half-maximal effect; % of control where 0% means no effect; nearly all actives have a fitted effect of over 60% in size
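Genotoxicity was scored as increased ELG1-luciferase reporter signal, measured by ONE-Glo luminescence (30 min, room temperature). Compound or vehicle exposure of the HEK293T reporter cells lasted 16 hr at 37°C.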
TSG101-PTAP inh = blocks PTAP/TSG101 interaction to inhibit HIV-1 budding | 340,000 tested, under 10 active | Fluorescence polarization, FITC-PTAP peptide / Tsg101 binding | Q99816 | Potency, µM (top dose mostly 115 µM), inactives show at the top dose activity change, negative = inhibition, hits mostly inhibitors; active = well fitted inhibition curve with a large enough effect in the main read-out, with a control signal flat, not every such curve was filed as active; inconclusive = small, poorly fitted or top-dose-only effect, or effect the other way, or a change in a side signal; inactive = no such curve, though single readings can be large or run the other way; note: potency is the fitted concentration of half-maximal effect; % of control where 0% means no effect
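Compounds were pin-transferred onto Tsg101 binding domain (10 uM final) in HEPES pH 7.5 buffer, then FITC-PTAP peptide was added at 50 nM final. After 20 min at RT, polarization reported peptide displacement across a qHTS concentration series.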
p53 reactivation = mutant p53 re-activation in reporter cells | Potency, µM (highest dose often 92.2 µM), inactives show top-dose activity change, positive = activation, most hits filed as activators | 320,000 compounds, 0.063% hits | H1299 p53-A138V BP100-luciferase reporter, luminescence, 24 h; note: potency is the fitted concentration of half-maximal effect; % of control where 0% means no effect; nearly all actives have a fitted effect of over 45% in size
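H1299 (p53-null), stable ts p53-A138V + BP100-Luc; 1000 cells/well, Opti-MEM/10% FBS; cpd 4 pt, 1:5; 24 h, 37 deg C, 5% CO2; detection reagent 10 min RT; luminescence.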
TRPV1 ag = agonists of human vanilloid receptor 1 (TRPV1); Q8NER1; TRPV1-expressing cells, Fluo-8 calcium influx, agonist mode; activation, % at 8.33 µM; 320,000 compounds, 0.19% hits; AID 540275; in the data active = activation above about 80%; inconclusive = between about 30% and that limit; note: 0% is about no effect
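Cells expressing TRPV1 were dye-loaded with Fluo-8 and read kinetically: 10 s baseline, 3 min after compound (agonist portion), then 2 min after EC20 capsaicin (allosteric enhancer portion). Calcium-bound dye fluorescence at 480/520 nm.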
BRCA1 expr up = BRCA1 expression activation; 380,000 compounds, 1.1% hits; MCF7-BRCA1-FFLuc reporter, luminescence, 48 h; response scale: scaled: vehicle 0%, 10 µM genistein 100%; Potency, µM (top dose mostly 46.1 µM), for the others: at the highest dose activation, most hits filed as activators; note: potency is the fitted concentration of half-maximal effect; nearly all actives have a fitted effect of over 80% in size; some results filed as inactive show a strong effect at the top dose
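Quantitative HTS in MCF7 cells stably reporting BRCA1 expression via firefly luciferase. Compound treatment lasts 48 h at 37 °C in phenol-red free MEM. Activation is expressed relative to genistein at 10 microM and DMSO.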
S-ASM inh = inhibitors of human secretory acid sphingomyelinase | placental ASM, HMU-PC fluorogenic substrate, 60 min | Potency, µM (doses to about 57.5 µM), for the others: at the highest dose activity change, negative = inhibition, hits mostly inhibitors | 340,000 compounds, 0.006% hits | AID 504937; note: potency is the fitted concentration of half-maximal effect
Target sequence (P17405 47-631 limits assumed): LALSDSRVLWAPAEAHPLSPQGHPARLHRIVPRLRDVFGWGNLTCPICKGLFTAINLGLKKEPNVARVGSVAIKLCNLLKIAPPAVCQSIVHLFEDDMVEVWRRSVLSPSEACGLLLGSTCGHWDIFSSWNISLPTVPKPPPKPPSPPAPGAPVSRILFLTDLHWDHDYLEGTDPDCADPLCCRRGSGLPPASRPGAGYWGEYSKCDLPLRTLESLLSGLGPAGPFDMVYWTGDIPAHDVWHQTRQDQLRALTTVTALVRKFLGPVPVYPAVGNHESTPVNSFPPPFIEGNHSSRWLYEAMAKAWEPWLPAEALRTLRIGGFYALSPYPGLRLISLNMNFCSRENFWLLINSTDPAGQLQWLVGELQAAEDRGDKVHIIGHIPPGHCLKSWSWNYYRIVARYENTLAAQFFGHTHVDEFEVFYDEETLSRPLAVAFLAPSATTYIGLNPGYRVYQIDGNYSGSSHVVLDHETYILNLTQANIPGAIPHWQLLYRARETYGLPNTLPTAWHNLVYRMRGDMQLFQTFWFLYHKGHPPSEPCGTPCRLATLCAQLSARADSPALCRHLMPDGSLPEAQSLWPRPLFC
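qHTS format. ASM enzyme prepared from human placenta hydrolyses the fluorogenic substrate HMU-PC0 (9 uM final) over 60 min at 37 °C after a 10 min compound preincubation.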
Eya2 phos inh = inhibitors of human Eya2 phosphatase activity; O00167; recombinant Eya2, OMFP fluorescence dephosphorylation (OMFP is methylfluorescein phosphate); Potency, µM (doses to about 76.9 µM), inactives show at the highest dose activity, negative = inhibition, most hits filed as inhibitors; 330,000 compounds, 0.006% hits; note: potency is the fitted concentration of half-maximal effect; % is set by controls: 0 for no effect and ±100 for the full control effect
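Eya2 (0.2 uM) preincubated 10 min at ambient with compound, then OMFP substrate added at 50 uM; 10 min reaction in 50 mM HEPES pH 7.5, 50 mM NaCl, 5 uM MgCl2, 0.05% BSA, 1 mM DTT. Fluorescence read at Ex 485/Em 525 nm.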
uPA surface inh = inhibitors of cell surface uPA generation. 330,000 compounds, 0.31% hits. cell surface uPA generation assay, qHTS. AID 540303. Potency, µM (titrated, usually from 38.3 µM), without a hit: at the top dose activity change, negative = inhibition, most hits filed as inhibitors; active = well fitted inhibition curve with a large enough effect; inconclusive = small, poorly fitted or top-dose-only effect; inactive = no such curve, though single readings can be large or run the other way; tested in mouse RAW 264.7 cells; note: potency is the fitted concentration of half-maximal effect; % is set by controls: 0 for no effect and ±100 for the full control effect; nearly all actives have a fitted effect of over 55% in size
Numbers without * were called inactive; ? = inconclusive; nt = not tested or not shown; [ ] = dose if it differs, or a comment. Unless noted, calls come from the whole dose curve; as a rule, active = well fitted curve in the direction sought with a large enough effect; inconclusive = small, poorly fitted or top-dose-only effect, or another doubt; inactive = no such curve, though single readings can be large; an effect the other way counts as inactive or inconclusive.

Below each SMILES: B2AR arrestin, a7 integrin act, USP2a inh, ELG1 genotoxic, TSG101-PTAP inh, p53 reactivation, TRPV1 ag, BRCA1 expr up, S-ASM inh, Eya2 phos inh, uPA surface inh
> CN(CC(=O)NCc1ccccn1)S(=O)(=O)c1ccccc1
 : 0.3%, 2%, 3%, 0%, -7%, 3%, -1, 12%, 2%, 20%, 13%
> COc1ccc(C(=O)OCC(=O)Nc2cc(C)on2)cc1S(=O)(=O)N1CCOCC1
 : 0.4%, -10%, 0%, 0%, -6%, -24%, -1, 10%, 3%, -5%, 5%
> O=S(=O)(c1ccc(SCCOc2ccc(F)cc2)nc1)N1CCCC1
 : -3.1%, 0%, 0%, -1%, -3%, -2%, 9, 3%, -6%, 11%, -12%
> Fc1ccc(CNCc2ccc3c(c2)OCO3)cc1
 : 8.7%, 4%, -1%, -4%, 1%, nt, -3, 20%, -5%, -12%, 0%
> Cc1cc(NC(=O)CCC(=O)N(c2ccc(F)cc2)C(C(=O)NC2CCCC2)c2cccnc2)no1 (centres undefined)
 : -0.5%, -9%, 0%, -4%, -2%, 4%, 2, -7%, 2%, -20%, -8%
> COc1ccc(Cl)cc1S(=O)(=O)Nc1noc2ccccc12
 : -1.0%, -13%, 0%, -2%, -1%, 8%, -3, -2%, 2%, -20%, -1%
> NS(=O)(=O)c1ccc(Nc2ccc3nonc3c2[N+](=O)[O-])cc1
 : -0.3%, -2%, 2%, -4%, -14%, 1%, -1, 13%, 0%, -4%, -7%
> CCN1CCn2c1nc(N1CCCCC1)nc2=O
 : 0.1%, 23%, 0%, -3%, -10%, 8%, 0, -1%, 3%, 1%, 16%
> O=C(COc1ccc(-n2cnnn2)cc1)Nc1cc(Cl)cc(Cl)c1
 : -0.2%, 10%, 0%, 2%, -1%, -5%, 12, -53%, -2%, 17%, -2%
> O=C(CN(C1CCCCC1)S(=O)(=O)c1ccc(F)cc1)NCCCO
 : 0.0%, 0%, -4%, -3%, -13%, 0%, 1, 1%, 1%, -1%, 12%
> CCOC(=O)c1c(C)[nH]c(C)c1S(=O)(=O)NCc1ccccc1C
 : -0.4%, -20%, 3%, 3%, 0%, -15%, -2, -25%, 0%, -3%, -14%
> COc1ccc(OCCOC(=O)c2[nH]c(C)c(C(C)=O)c2C)cc1
 : -0.2%, -34%[inhibitor], 2%, 0%, -2%, -2%, 2, 25%, -1%, 23%, -12%
> CCOC(=O)N1CCN(C(=O)c2ccc3oc(CCCc4ccccc4)nc3c2)CC1
 : -0.4%, -40%, -3%, ?, 0%, 25%, 7, ?, 2%, 5%, -5%
> COc1ccc(NC(=S)Nc2ccc(S(=O)(=O)N3CCOCC3)cc2)c(OC)c1
 : -0.1%, -1%, -1%, 1%, -7%, -11%, -6, -16%, -2%, 2%, 1%
> COc1ccc(N2C(=O)CC(Sc3n[nH]c(-c4ccc(C)cc4)n3)C2=O)cc1 (centres undefined)
 : -0.3%, -6%, 0%, 4%, 0%, 4%, -2, 7%, -1%, -1%, 1%
> CCOC(=O)C1=C(O)C(=O)NC(c2ccccc2)=C(OCC)C1
 : -0.3%, -3%, 3%, -1%, -2%, ?, -7, 1%, 6%, 4%, -1%
> CCN=C(N/N=C/c1ccc([N+](=O)[O-])cc1)SC
 : 0.2%, 1%, 0%, 4%, -5%, 2%, -5, -10%, 1%, 2%, -2%
> O=C(O)CCCN1C(=O)/C(=C/c2ccc(-c3nc4ccccc4s3)o2)SC1=S
 : -0.2%, -36%, 0%, 14%, -12%, 10%, 10, 7%, -9%, -35%, -5%
> Cc1ccc(S(=O)(=O)NC(=O)Nc2ccc(C)cn2)cc1
 : -0.2%, 4%, 1%, 7%, 0%, -2%, -2, 17%, 0%, 4%, 5%
> O=C(Nc1ccc(F)cc1)Nc1ccc(Oc2ncnc3cc(Cl)ccc23)nc1
 : 0.1%, ?, 1%, -2%, -1%, 2%, 1, 19%, 0%, -5%, -2%
> O=C(Nc1ccccc1Br)c1ccc(OC(=S)N2CCOCC2)cc1
 : 0.3%, 9%, -1%, -4%, -1%, 0%, ?, 7.9µM*, 3%, -1%, 0%
> CC(=O)c1ccc(OCCCC(=O)NC2CCC(C)CC2)cc1 (centres undefined)
 : 0.0%, -20%, -1%, -2%, 3%, 7%, 15, -15%, 1%, -1%, 0%
> COc1cccc(NC(=O)CSc2nnc(-c3cc(C)n(-c4ccccc4)c3C)o2)c1
 : -0.9%, -17%, -4%, 15%, -4%, 10%, 22, -51%, -10%, -14%, -5%
> CC(=O)c1ccc(S(=O)(=O)N2CCN(C(=O)CCC3CCCC3)CC2)cc1
 : -0.2%, -7%, 1%, 2%, -1%, -12%, -3, -8%, nt, 3%, -6%
> COc1ccc(Cl)cc1NC(=O)CSc1nnc(C2CC2)n1C
 : 0.1%, 26%, -3%, -7%, -4%, 0%, 3, -29%, 2%, -12%, -3%
> Cc1nn(C)cc1CNC(=O)c1cnn2c1NC(c1ccc(Br)cc1)CC2C(F)(F)F (centres undefined)
 : -0.3%, -2%, 2%, 0%, -7%, -2%, 25, -2%, -6%, 4%, 2%
> Cn1c(=O)c2c(ncn2CC(O)CO)n(C)c1=O (centres undefined)
 : -1.6%, nt, 5%, 0%, -3%, 5%, -2, 4%, -3%, -3%, 1%
> Cc1cnnn1-c1cccc([N+](=O)[O-])c1
 : -0.2%, -19%, 0%, -1%, -1%, ?, -3, 8%, 4%, 4%, -1%
> CN(CC(=O)Nc1ccc(C#N)cc1)Cc1ccc(Cl)c(Cl)c1
 : -0.5%, -1%, -1%, -7%, -7%, -4%, 17, -8%, -2%, 4%, 3%
> COc1cccc(C(=O)Nc2cc(=O)n(C)c(=O)n2C)c1OC
 : 0.3%, 17%, 0%, 1%, -3%, -3%, nt, -1%, 0%, 12%, -4%

Overlap with the part before: 2 compounds, followed by the next part.
Below each SMILES: B2AR arrestin, a7 integrin act, USP2a inh, ELG1 genotoxic, TSG101-PTAP inh, p53 reactivation, TRPV1 ag, BRCA1 expr up, S-ASM inh, Eya2 phos inh, uPA surface inh
> CN(CC(=O)Nc1ccc(C#N)cc1)Cc1ccc(Cl)c(Cl)c1
 : -0.5%, -1%, -1%, -7%, -7%, -4%, 17, -8%, -2%, 4%, 3%
> COc1cccc(C(=O)Nc2cc(=O)n(C)c(=O)n2C)c1OC
 : 0.3%, 17%, 0%, 1%, -3%, -3%, nt, -1%, 0%, 12%, -4%
> Cc1nc(=O)c(-c2ccccc2)c(C)n1-c1ccc(C(=O)O)cc1
 : 0.2%, -22%, -1%, -3%, -9%, -1%, -2, -1%, 1%, 9%, 4%
> O=c1cc(-c2ccc(Cl)cc2)[nH]c2ccccc12
 : -0.8%, ?, -2%, 0%, -4%, 6%, ?, 0%, -4%, -5%, ?
> CCn1cc(CNC(=O)NC2CCCCC2)c(C)n1
 : -1.7%, 2%, -2%, 11%, 1%, ?, -6, 93%, 4%, 4%, -3%
> NC1=NC[C@H](Cc2ccccc2)N1CCCCC1CCCCC1
 : -0.1%, -41%, -8%, -7%, -4%, -1%, 7, -15%, -4%, 0%, ?
> Cc1ccc(C)c(S(=O)(=O)NCc2ccc(C(=O)NCc3ccco3)cc2)c1
 : 0.5%, -4%, 2%, -2%, 1%, -12%, -1, -5%, -6%, 5%, -2%
> CCCCSCCCNC(=O)c1cn(C)c2ccc(S(=O)(=O)N3CCCC3)cc2c1=O
 : 0.5%, -14%, 2%, -1%, 0%, 5%, ?, -9%, ?, -3%, -4%
> CCC(NC(=O)c1cc(COc2ccc(OC)cc2Cl)on1)c1ccncc1 (centres undefined)
 : -0.4%, 22%, 5%, 16%, -3%, 5%, 5, 64%, -3%, -3%, -4%

Complete entries as entered above.
Entry for CCn1cc(CNC(=O)NC2CCCCC2)c(C)n1 = B2AR arrestin: -1.7%; a7 integrin act: 2%; USP2a inh: -2%; ELG1 genotoxic: 11%; TSG101-PTAP inh: 1%; p53 reactivation: ?; TRPV1 ag: -6; BRCA1 expr up: 93%; S-ASM inh: 4%; Eya2 phos inh: 4%; uPA surface inh: -3%
Entry for Cc1nc(=O)c(-c2ccccc2)c(C)n1-c1ccc(C(=O)O)cc1 = B2AR arrestin: 0.2%; a7 integrin act: -22%; USP2a inh: -1%; ELG1 genotoxic: -3%; TSG101-PTAP inh: -9%; p53 reactivation: -1%; TRPV1 ag: -2; BRCA1 expr up: -1%; S-ASM inh: 1%; Eya2 phos inh: 9%; uPA surface inh: 4%
